Mm-Cpn inhibitor: Inhibitors of TCP-1 ring complex (TRiC) of Methanococcus maripaludis (MmCpn): qHTS; purified Mm-Cpn ATPase, ADP Transcreener TR-FRET; Potency, µM (top dose mostly 76.9 µM), for inactives: at the highest dose activity, negative = inhibition, most hits filed as inhibitors; Chaperonin Mm-Cpn (Methanococcus maripaludis); actives 0.031% (n = 330,000); note: potency is the fitted concentration of half-maximal effect; % is set by controls: 0 for no effect and ±100 for the full control effect; nearly all actives have a fitted effect of over 80% in size
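Compound-treated chaperonin, 25 nM final, turns over 10 uM ATP at 37°C for 30 min following a 10 min preincubation; ADP generated competes with ADP-d2 for Eu-cryptate antibody, lowering FRET.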
EPAC1 ag: qHTS for Agonist of cAMP-regulated guanine nucleotide exchange factor 3 (EPAC1): primary screen | EPAC1 agonist qHTS, biochemical assay; response scale: 100% = response to 6.5 mM cAMP | actives 0.073% (n = 360,000) | Potency, µM (doses to about 154 µM), for the others: top-dose activation, hits mostly activators | AID 720707, 2013; note: potency is the fitted concentration of half-maximal effect; nearly all actives have a fitted effect of over 60% in size
Target sequence (O95398 whole entry, looked up): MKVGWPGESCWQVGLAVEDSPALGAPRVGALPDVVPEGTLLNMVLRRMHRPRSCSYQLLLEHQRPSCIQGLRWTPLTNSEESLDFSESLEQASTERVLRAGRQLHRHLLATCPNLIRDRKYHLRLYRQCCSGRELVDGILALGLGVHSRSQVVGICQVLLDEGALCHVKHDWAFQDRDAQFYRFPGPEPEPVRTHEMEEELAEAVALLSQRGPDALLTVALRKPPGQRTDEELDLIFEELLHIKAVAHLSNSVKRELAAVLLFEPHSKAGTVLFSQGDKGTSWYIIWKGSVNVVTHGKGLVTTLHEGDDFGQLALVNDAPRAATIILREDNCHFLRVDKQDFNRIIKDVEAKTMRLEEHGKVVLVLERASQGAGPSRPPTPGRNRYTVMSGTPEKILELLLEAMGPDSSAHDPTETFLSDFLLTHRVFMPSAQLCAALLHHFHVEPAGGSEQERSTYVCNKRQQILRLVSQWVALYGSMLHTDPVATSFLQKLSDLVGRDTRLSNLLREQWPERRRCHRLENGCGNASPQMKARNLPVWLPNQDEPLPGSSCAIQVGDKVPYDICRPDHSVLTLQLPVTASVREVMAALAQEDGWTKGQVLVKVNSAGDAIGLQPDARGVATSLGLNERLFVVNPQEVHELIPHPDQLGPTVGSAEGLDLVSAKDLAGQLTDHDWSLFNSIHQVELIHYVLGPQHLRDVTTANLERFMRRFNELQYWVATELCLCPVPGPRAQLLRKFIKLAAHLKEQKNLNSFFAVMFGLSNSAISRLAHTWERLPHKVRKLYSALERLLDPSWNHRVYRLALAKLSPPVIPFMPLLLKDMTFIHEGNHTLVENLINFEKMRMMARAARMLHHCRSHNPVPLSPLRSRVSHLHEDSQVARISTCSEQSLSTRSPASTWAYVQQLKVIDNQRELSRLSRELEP
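Fluorescent GDP-exchange assay: 100 nM EPAC1 with 250 nM Rap1B preloaded with BODIPY-GDP and 50 uM GDP; compounds tested as concentration series, 5 min at room temperature, then read every 5 min for 30 min (ex 480/em 540 nm); normalized to 6.5 mM cAMP.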
WRN inhibitor: qHTS for Inhibitors of WRN Helicase; Bifunctional 3'-5' exonuclease/ATP-dependent helicase WRN (Homo sapiens), Q14191; WRN helicase unwinding, fluorescent forked duplex, kinetic; Potency, µM (top dose mostly 114 µM), for the others: top-dose activity change, negative = inhibition, hits mostly inhibitors; actives 0.46% (n = 360,000); AID 651768, 2012; note: potency is the fitted concentration of half-maximal effect; % is set by controls: 0 for no effect and ±100 for the full control effect; nearly all actives have a fitted effect of over 55% in size
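Fluorescence dequenching readout, ex 525 nm/em 598 nm, kinetic mode: forked duplex DNA (100 nM final) with adjacent fluorophore and quencher unwound by WRN (20 nM final) with 2 mM ATP. Compound preincubation 15 min, room temperature.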
CCT chaperon mod: High-Throughput Screening for Modulators of Cytosolic Chaperonin Activity | purified chaperonin ATPase assay, HTRF ADP detection, 30 min | activity change, % (test concentration not listed), hits read low | actives 0.3% (n = 360,000) | AID 651819, 2012; in the data active = activity change below about -30%; note: % is set by controls: 0 for no effect and ±100 for the full control effect
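ATPase activity: ADP formed was measured by HTRF Transcreener (665/615 nm ratio) after 30 min at 37 deg C with 10 uM ATP. Compounds screened at one 76 uM concentration against 40 or 20 nM TRiC in Tris pH 7.4/KCl/MgCl2/DTT buffer.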
EPAC2 antag: qHTS for Antagonist of cAMP-regulated guanine nucleotide exchange factor 2 (EPAC2): primary screen; Potency, µM (doses to about 114 µM), inactives show at the top dose activity, negative = inhibition, actives largely listed as inhibitors; Rap guanine nucleotide exchange factor 4 (Homo sapiens), Q8WZA2; actives 0.18% (n = 360,000); AID 720708, 2013; EPAC2 GEF exchange of Rap1B-BODIPY-GDP, fluorescence; note: potency is the fitted concentration of half-maximal effect; % is set by controls: 0 for no effect and ±100 for the full control effect; nearly all actives have a fitted effect of over 45% in size; many of its hits are not listed in these tables
PI5P4K alpha inh: qHTS for Inhibitors of phosphatidylinositol 5-phosphate 4-kinase (PI5P4K); max response, %; actives 1.2% (n = 330,000); AID 652105, 2013; PI5P4Kalpha enzyme, ADP-Glo luminescence, 60 min; hits give low values; active = max response of -50% or lower; inconclusive = between -30% and -50%; inactive = -30% or higher; note: value at the top dose of about 77 µM; % is set by controls: 0 for no effect and ±100 for the full control effect
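Single end-point luminescence (ADP-Glo) quantified ADP from PI5P4Kalpha turnover; ATP 5 microM final, 1 h at RT, 0.1% CHAPS and 0.28 mM EGTA in HEPES pH 7.4.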
PLK1 PBD block: qHTS for Inhibitors of PLK1-PDB (polo-like kinase 1 - polo-box domain): Primary Screen; Plk1 PBD binding of FITC phosphopeptide, fluorescence polarization; AID 720504, 2013; actives 2.8% (n = 360,000); Potency, µM, for the others: max response, negative = inhibition, hits mostly inhibitors; note: potency is the fitted concentration of half-maximal effect; series mostly up to about 57 µM; % is set by controls: 0 for no effect and ±100 for the full control effect; nearly all actives have a fitted effect of over 65% in size
EPAC1 antag: qHTS for Antagonist of cAMP-regulated guanine nucleotide exchange factor 3 (EPAC1): primary screen | Rap guanine nucleotide exchange factor 3 (Homo sapiens), O95398 | EPAC1 GEF assay, Rap1b-BODIPY-GDP exchange fluorescence | Potency, µM (series often up to 115 µM), for the others: top-dose activity change, negative = inhibition, actives largely listed as inhibitors | actives 0.14% (n = 360,000) | AID 720709, 2013;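 note: potency is the fitted concentration of half-maximal effect; plate controls were vehicle for no effect and positive control for full effect; nearly all actives have a fitted effect of over 50% in size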
Active calls of the source: *; u = inconclusive; x = no result given; [ ] = dose if it differs, or a comment. Unless noted, calls come from the whole dose curve; as a rule, active = well fitted curve in the direction sought with a large enough effect; inconclusive = small, poorly fitted or top-dose-only effect, or another doubt; inactive = no such curve, though single readings can be large; an effect the other way counts as inactive or inconclusive.

Results follow in this order: Mm-Cpn inhibitor	EPAC1 antag	WRN inhibitor	CCT chaperon mod	PLK1 PBD block	EPAC2 antag	PI5P4K alpha inh	EPAC1 ag
CCOc1ccc(CN2CCN(c3ncnc4scc(-c5ccccc5)c34)CC2)cc1
→ 1.0%	11.5%	9.5%	-1.2	3.8%	-12.5%	4.3	11.3%
CC(C)(C)c1cc(CNC2CS(=O)(=O)C[C@@H]2O)cc(C(C)(C)C)c1O (stereo not given in full)
→ -0.3%	-20.4%	-8.3%	-2.5	u	-6.4%	-0.4	12.9%
CNc1nc(SCC(=O)OC)nc(N2CCOCC2)n1
→ -3.4%	1.0%	1.5%	0.3	-2.2%	-0.8%	0.0	7.9%
Cc1nn(C)c(C(=O)Sc2ccccc2)c1[N+](=O)[O-]
→ 4.1%	-6.2%	-7.1%	1.3	u	0.9%	-3.4	4.3%
O=C(O)c1ccccc1SC1CC(=O)N(c2ccccc2)C1=O (stereo not given)
→ 1.3%	18.7%	14.2%	0.0	-11.5%	-6.2%	2.9	0.6%
Cc1cc(CNC(=O)COc2ccccc2)c2ccccc2n1
→ 1.8%	1.7%	1.7%	-5.0	-13.1%	-5.9%	6.4	9.5%
COc1ccc(N=Nc2ccc(CO)cc2)cc1
→ x	-12.8%	-4.2%	-1.8	5.0%	10.8%	1.2	3.9%
C=C(C)C(=O)Nc1cccc(C2=NOC3(C2)C[C@H](C(N)=O)N(C(=O)CC)C3)c1 (stereo not given in full)
→ 1.9%	-23.1%	-5.6%	-2.6	-22.3%	14.2%	-16.6	5.5%
COc1ccccc1CC(=O)NCCN1CCCCC1
→ -4.9%	-9.6%	-26.6%	0.8	-3.3%	3.1%	1.9	-1.5%
O=C(CCc1nnc2ccc(NCc3ccco3)nn12)Nc1ccc(F)cc1F
→ 0.6%	-4.8%	-5.3%	-0.3	4.0%	1.5%	-13.7	7.3%
CCCCCn1cnnc1SCC(=O)c1ccc2c(c1)OCO2
→ -1.4%	-13.8%	0.6%	-1.8	-17.5%	3.5%	4.5	6.7%
NC(=S)N/N=C1\CCOc2ccc(F)cc21
→ -0.4%	-35.9%	-3.0%	-1.1	-13.9%	-8.3%	5.3	-1.7%
COc1ccc(-c2nnc(SCC(=O)N(C)C3CCS(=O)(=O)C3)n2C(C)C)cc1 (stereo not given)
→ -1.1%	-19.2%	-5.5%	-1.4	u	-1.8%	-0.8	-3.9%
CC(C)Cn1c(N)c(C=O)c(=O)n(C)c1=O
→ 4.2%	6.3%	1.8%	-0.8	1.2%	4.8%	8.2	-7.4%
CCOc1cc(/C=N/NC(=O)CSc2nncn2C)ccc1OCc1cccc(C)c1
→ 1.0%	-17.2%	-1.2%	-2.7	-2.9%	0.8%	4.7	-8.1%
Cc1ccc(NC(=O)NC2C(NC(=O)Nc3ccc(C)cc3)N(C)C(=O)N2C)cc1 (stereo not given)
→ 0.8%	6.0%	-4.5%	1.5	-8.6%	2.1%	x	9.3%
COc1ccc(C(=O)NCCSCc2ccc(Cl)cc2)cc1OC
→ -1.0%	-20.4%	-2.6%	-1.6	-12.1%	-7.4%	0.1	6.3%
COc1cc(OC)c(OC)cc1CN1CCCC(C(=O)c2ccc3c(c2)OCO3)C1 (stereo not given)
→ 1.1%	-10.7%	1.6%	-2.4	-12.0%	-7.8%	1.5	17.2%
CC(=O)c1cc2c(cc1NC(=O)CSc1ccc(S(=O)(=O)N(C)C)cn1)OCO2
→ u	-14.7%	-21.9%	-1.2	-13.2%	-1.7%	-18.9	5.9%
CCOC(=O)c1sc(NNC(=O)c2ccc(C)cc2)nc1C
→ u	-8.3%	-0.9%	-2.9	-3.6%	7.5%	0.9	-1.2%

Single records (already shown).
Entry for NC(=S)N/N=C1\CCOc2ccc(F)cc21 → Mm-Cpn inhibitor: -0.4%; EPAC1 antag: -35.9%; WRN inhibitor: -3.0%; CCT chaperon mod: -1.1; PLK1 PBD block: -13.9%; EPAC2 antag: -8.3%; PI5P4K alpha inh: 5.3; EPAC1 ag: -1.7%
Entry for COc1ccc(N=Nc2ccc(CO)cc2)cc1 → Mm-Cpn inhibitor: x; EPAC1 antag: -12.8%; WRN inhibitor: -4.2%; CCT chaperon mod: -1.8; PLK1 PBD block: 5.0%; EPAC2 antag: 10.8%; PI5P4K alpha inh: 1.2; EPAC1 ag: 3.9%

(listing goes on)
Results follow in this order: Mm-Cpn inhibitor	EPAC1 antag	WRN inhibitor	CCT chaperon mod	PLK1 PBD block	EPAC2 antag	PI5P4K alpha inh	EPAC1 ag
O=C(COc1ccccc1)N[C@@H]1c2ccccc2CC[C@@H]1O
→ -1.3%	-16.4%	2.1%	-0.3	-4.9%	-6.5%	-9.1	-14.3%
CCCCOC(=O)Cn1c(=N)n(CCN(CC)CC)c2ccccc21
→ 1.4%	-1.0%	5.5%	-0.1	21.2µM*	8.0%	-2.2	3.2%
CC(C)(C)NC(=O)C(c1ccco1)N(C(=O)Cn1nnc(-c2ccc(F)cc2)n1)c1cccc(F)c1 (stereo not given)
→ 0.5%	-0.1%	-1.2%	-1.3	-6.9%	-11.0%	x	11.6%
Cc1n[nH]c(=O)n1-c1cccc(C(F)(F)F)c1
→ -0.6%	14.6%	-13.4%	0.5	0.9%	11.4%	10.9	7.0%
Cc1oc2c(C)c3oc(=O)c(CCC(=O)N4C[C@H]5C[C@@H](C4)c4cccc(=O)n4C5)c(C)c3cc2c1C
→ -1.7%	-9.7%	-1.5%	2.0	-6.4%	-15.8%	5.4	-4.1%
COc1ccc(NC(=O)c2c(NC(=O)CNCc3ccco3)sc3c2CCC3)c(OC)c1
→ -0.3%	10.2%	1.7%	0.9	-2.5%	-2.6%	-6.7	4.5%
CNc1cc([N+](=O)[O-])ccc1OCc1ccccc1
→ -0.1%	-8.8%	1.6%	-1.0	-1.7%	2.5%	0.2	8.0%
NC(=O)C1CCN(CC(=O)Nc2ccc3c(c2)OCCO3)CC1
→ 0.9%	-10.6%	6.0%	-1.7	-10.4%	7.2%	-63.2*	12.8%
Fc1ccc(CSc2ccc(-c3cccs3)nn2)cc1
→ -1.6%	7.9%	7.4%	0.1	-1.8%	6.2%	-3.6	-12.1%
Nc1[nH]c(C(=O)c2ccccc2)c(-c2c(F)cccc2F)c1C(=O)c1ccc(Cl)c(Cl)c1
→ x	-5.4%	-4.8%	-0.3	-11.5%	-7.7%	-6.5	5.3%
COc1ccc(N(C(=O)Cn2nnc3ccccc32)C(C(=O)NCc2ccco2)c2cccnc2)cc1 (stereo not given)
→ u	2.8%	-2.3%	1.5	-4.7%	2.1%	-7.6	-7.0%
CCc1nc(SCC(=O)NCc2ccccc2)c2c(=O)n(C)c(=O)n(C)c2n1
→ 0.8%	32.3%[activator]	3.9%	-2.8	-4.9%	1.5%	3.7	-4.8%
Cc1c(Br)c(C(=O)NCc2cc3cc(Cl)ccc3[nH]2)nn1C
→ 1.9%	2.1%	-0.4%	-2.0	0.5%	-0.6%	-5.8	2.2%
COc1ccc(Nc2nnc(SCC(=O)NC(=O)Nc3ccc4c(c3)OCCO4)s2)cc1
→ -1.5%	10.7%	1.5%	-0.3	-8.3%	8.2%	-1.0	4.0%
CCC1Sc2ccccc2N(CC(=O)NCCC2=CCCCC2)C1=O (stereo not given)
→ 0.6%	-10.2%	-11.2%	-2.7	-5.4%	-4.6%	x	13.6%
Cc1ccc(/C(N)=N/OC(=O)c2cccc(F)c2)cc1
→ -1.2%	-9.7%	-5.1%	-3.6	-5.9%	-0.7%	x	-4.4%
CCOc1ccc(CCN2C(=O)C(=O)N([C@@H](CC(C)C)CN3CCC[C@@H]3CN3C(=O)C(=O)NC[C@@H]3CC(C)C)C[C@@H]2Cc2ccccc2)cc1
→ x	-24.6%	-5.7%	-0.5	-0.5%	3.6%	2.1	-10.5%
O=C(O)CC/C(=N\NC(=O)c1ccc(F)cc1)c1ccc(Br)cc1
→ 2.6%	u	6.3%	-2.8	-15.0%	-1.3%	6.3	4.2%
CC1C(=O)N(Cc2cn(CCC3OCCCO3)nn2)CCS(=O)(=O)N1Cc1ccc(-c2ccc(Cl)cc2)cc1 (stereo not given)
→ x	-10.1%	-10.0%	0.2	-10.2%	-4.5%	5.4	24.2%
CCCCNC(=O)CSc1nc(O)c(Cc2ccc(OC)cc2)c(=O)[nH]1
→ 0.1%	-14.0%	-15.1%	-0.2	-15.0%	-24.5%	-2.9	3.8%
CC(C)C(=O)Nc1ccccc1N1CCN(C(=O)c2ccccc2)CC1
→ 2.1%	13.0%	4.5%	-1.9	-0.4%	8.1%	-2.9	-2.2%
COc1ccc(-c2csc(C(NC(C)=O)c3ccc(F)c(F)c3)n2)cn1 (stereo not given)
→ x	-15.6%	1.1%	-1.9	-5.6%	-23.4%	-7.0	-6.1%
CCC1(C(=O)O)NC(c2cc(OC)ccc2O)C2C(=O)N(Cc3ccccc3)C(=O)C21 (stereo not given)
→ 0.4%	10.8%	-3.7%	-11.2	-7.7%	13.1%	0.1	-5.0%
Cc1ccc(F)c([C@H]2[C@@H]3C=CCC[C@@]3(C)C(=O)N2Cc2ccccc2)c1
→ 1.9%	-12.4%	-4.9%	-0.5	-16.7%	u	2.3	5.0%
O=C(c1ccccc1F)N1CCN(c2ccccn2)CC1
→ -1.0%	-6.4%	-6.7%	2.4	-3.9%	-2.3%	5.2	4.9%
CCCOc1ccc(C(CC(=O)O)NC(=O)CC(c2ccccc2)c2ccccc2)cc1 (stereo not given)
→ -1.5%	-20.5%	-13.6%	0.3	2.4%	2.2%	-3.7	-2.9%
CC(C)(C)n1ncc2c(=O)n(Cc3c(Cl)cccc3Br)cnc21
→ 1.7%	-4.1%	x	x	x	-16.7%	x	-17.3%
NC(CCc1ccccc1)c1csc(Nc2ccc(C(=O)NCCO)cc2)n1 (stereo not given)
→ x	-8.2%	-14.6%	0.6	9.5%	-2.7%	-1.5	1.1%

Compound activity from PubChem BioAssay.

Only part of the results is shown; the hit share may differ from the screen's.
